HIF act: HIF pathway transcriptional activation. U2OS HRE-luciferase reporter, luminescence; normalized: DMSO 0%, desferrioxamine 100%. actives 0.32% (n = 300,000). activation, % at 7.5 µM (by protocol);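 active = mean activation of at least 10% of the iron chelator positive control signal, with at least half of replicates also reaching 10%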
MrgX1 antag: blocks BAM8-22 activation of human MrgX1 receptor; MRGX1-HEK293 calcium flux, Fluo-4, BAM8-22 antagonism; hits give low values; AID 588676; Q96LB2; actives 1.3% (n = 310,000); B-score at 10 µM;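 active = calcium-response B-score plate-corrected more than 3 library SD below zero, starting fluorescence within 5 deviations, no agonist response on first addition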;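 also: peak minus trough fluorescence over baseline after final BAM8-22 challenge near maximal dose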
Target sequence (Q96LB2 whole entry, looked up): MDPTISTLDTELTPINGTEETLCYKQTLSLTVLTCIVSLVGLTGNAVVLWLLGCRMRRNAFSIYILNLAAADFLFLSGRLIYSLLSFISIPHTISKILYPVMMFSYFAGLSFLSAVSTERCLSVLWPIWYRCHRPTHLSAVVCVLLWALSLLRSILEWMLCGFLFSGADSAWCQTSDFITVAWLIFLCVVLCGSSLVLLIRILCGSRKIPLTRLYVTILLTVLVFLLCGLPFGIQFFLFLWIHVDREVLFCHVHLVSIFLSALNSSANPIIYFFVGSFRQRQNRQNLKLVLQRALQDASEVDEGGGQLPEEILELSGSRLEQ
MrgX1 allo act: human MrgX1 positive allosteric modulation, primary screen; Q96LB2; MrgX1-HEK293, Fluo-4 calcium flux, FDSS; hits give high values; B-score at 10 µM; actives 0.63% (n = 310,000);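 active = plate-corrected calcium response at least 3 library SD above typical, normal starting fluorescence, not activating the receptor alone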;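 also: compound read alongside a low EC10 to EC30 dose of BAM8-22 agonist; peak minus trough fluorescence over baseline measured at the second addition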
MrgX1 agonist: activates human MrgX1 receptor signaling; MrgX1-HEK293 cells, Fluo-4 calcium fluorescence, agonist mode; hits give high values; B-score at 10 µM; actives 0.44% (n = 310,000); AID 588627;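 active = calcium response B-score plate-corrected fluorescence ratio at least 3 library SD, with starting fluorescence B-score inside 5 SD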
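Assay system: MrgX1-expressing HEK293 cells / Amount: fifteen thousand cells per well / Doses: test compound in the initial addition of three / Timing: cells plated overnight, dye loaded 0.5 h 37 °C, 0.5 h room temperature / Technique: kinetic calcium dye fluorescence, Fluo-4 NW / Control set: positive and negative controls per plate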
SKKanGAS inh: inhibitors of SKKanGAS S. pyogenes growth in kanamycin (SK-promoter or general growth effect); BacTiter-Glo, 6 h; inhibition, % at 7.5 µM; actives 1.3% (n = 300,000);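 active = mean replicate score, as percent of positive control median, at least 50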;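 also: strain carries kanamycin resistance gene driven by streptokinase promoter and grows in 40 µg/ml kanamycin; loss of luminescence reflects streptokinase promoter inhibition or plain growth inhibition; 0% = median of DMSO wells and 100% = positive control at its reference dose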
RGS4 block: human RGS4 inhibition | P49798 | HEK293 M3R/RGS4 inducible, Fluo-4 calcium flux; hits give high values; triggered by carbachol at its EC20 | B-score at 10 µM | actives 0.45% (n = 310,000);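 active = B-score, a plate-corrected calcium signal, over three deviations above library mean, with baseline fluorescence within five deviations of library mean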;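 also: RGS4 expression induced by doxycycline in cells with stable M3 receptor; B-score is computed from the integrated fluorescence ratio over baseline after carbachol; higher B-score means a larger calcium signal and so more RGS4 inhibition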
Target sequence (P49798 whole entry, looked up): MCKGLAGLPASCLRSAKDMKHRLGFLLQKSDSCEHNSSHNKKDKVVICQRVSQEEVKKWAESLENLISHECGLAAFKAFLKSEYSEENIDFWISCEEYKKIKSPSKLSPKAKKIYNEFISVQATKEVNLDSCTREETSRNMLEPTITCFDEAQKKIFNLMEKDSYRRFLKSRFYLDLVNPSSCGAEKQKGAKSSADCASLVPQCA
RGS4 pot: potentiators or activators of RGS4; HEK293 M3R/inducible RGS4, carbachol calcium flux Fluo4; hits give low values; B-score at 10 µM; actives 0.92% (n = 310,000); AID 463111;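 active = B-score of the integrated calcium signal more than 4 SD below the library mean, with starting fluorescence not abnormally high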;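 also: negative B-score means reduced calcium response which marks RGS4 activation or potentiation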
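System: HEK293 FlpIn-TREx cells, stable M3R, doxycycline-inducible RGS4. Timing: overnight RGS4 induction, 30 min dye load 37 °C, 20 min compound RT. Also added: carbachol, ECmax concentration. Measured by: Fluo4 fluorescence kinetic imaging of calcium. Evaluation: integrated calcium ratio converted to B score.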
TRPC6 inh: blocks the mouse TRPC6 cation channel | Q61143 | AID 2553 | HEK293-TRPC6, membrane potential dye, ACh-evoked depolarization; hits give low values | B-score at 10 µM | actives 1.1% (n = 310,000);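 active = B-score under library mean minus 3 SD, initial fluorescence not abnormally high, positive integrated signal ratio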;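 also: B-score derived from integrated fluorescence ratio over the kinetic read; more negative B-score means stronger inhibition of depolarization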
TRPC4 block: blocks the mouse TRPC4 cation channel | B-score at 10 µM | Q9QUQ5 | HEK293 TRPC4beta/mu-opioid, DAMGO-evoked Fluo4 calcium flux; hits give low values | actives 0.39% (n = 300,000);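 active = B-score over 3 SD under the library average, no early fluorescence shift, positive overall ratio signal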
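test system = HEK293 cells with stable TRPC4beta plus mu-opioid receptor expression | detection = Fluo4 Ca2+ flux fluorescence | read-out = integrated fluorescence ratio relative to baseline, converted to per-well B score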
Platelet DG rel: modulates dense granule release in human platelets. inhibition, %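 (compounds screened at 7.5 µM in platelet-rich plasma)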. actives 0.22% (n = 300,000). human platelet-rich plasma, SFLLRN dense granule ATP release, luminescence;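 active = mean replicate score, as percent of positive control, at or above 50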
TRPC6 act: mouse TRPC6 channel activation; B-score at 10 µM; HEK293-TRPC6 membrane potential dye fluorescence; hits give high values; actives 0.13% (n = 310,000);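 active = B-score of the integrated fluorescence ratio above library mean plus 3 SD, and starting fluorescence ratio within library mean plus 5 SD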;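 also: higher score means more depolarization so channel activation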
The depositor's hits bear a star. Random draw from the library. About 6.1% of those tested had a hit in this group.

How did CCCCCn1c(SCC(=O)OCC)nc2cc(C(=O)N3CCC(C(N)=O)CC3)ccc2c1=O do in these assays?
HIF act: 0.0; MrgX1 antag: inactive; MrgX1 allo act: inactive; MrgX1 agonist: inactive; SKKanGAS inh: 12.7; RGS4 block: inactive; RGS4 pot: inactive; TRPC6 inh: inactive; TRPC4 block: inactive; Platelet DG rel: 0.0; TRPC6 act: inactive

What do the screens show for `O=C(O)CN1c2cccc3cccc(c23)S1(=O)=O`?
HIF act: -8.0; MrgX1 antag: inactive; MrgX1 allo act: inactive; MrgX1 agonist: inactive; SKKanGAS inh: 2.1; RGS4 block: inactive; RGS4 pot: inactive; TRPC6 inh: inactive; TRPC4 block: inactive; Platelet DG rel: 1.6; TRPC6 act: inactive

What do the screens show for `COc1ccccc1-c1nnc(SCC(=O)Nc2oc(C)c3c(C)n[nH]c(=O)c23)n1C`?
HIF act: -0.1; MrgX1 antag: inactive; MrgX1 allo act: inactive; MrgX1 agonist: inactive; SKKanGAS inh: -4.2; RGS4 block: inactive; RGS4 pot: inactive; TRPC6 inh: inactive; TRPC4 block: inactive; Platelet DG rel: -1.7; TRPC6 act: inactive

What do the screens show for `COc1cccc(OCc2nnc(SCC(=O)NCc3ccco3)n2C)c1`?
HIF act: -0.2; MrgX1 antag: inactive; MrgX1 allo act: inactive; MrgX1 agonist: inactive; SKKanGAS inh: -6.4; RGS4 block: inactive; RGS4 pot: inactive; TRPC6 inh: inactive; TRPC4 block: inactive; Platelet DG rel: 5.6; TRPC6 act: inactive

Results for Cc1ccc(C(=O)N2CCN(c3ccc([N+](=O)[O-])c(NCc4cccnc4)c3)CC2)cc1 ?
HIF act: 0.0; MrgX1 antag: inactive; MrgX1 allo act: inactive; MrgX1 agonist: inactive; SKKanGAS inh: 2.0; RGS4 block: inactive; RGS4 pot: inactive; TRPC6 inh: inactive; TRPC4 block: inactive; Platelet DG rel: -0.7; TRPC6 act: inactive

Results for O=C(CCc1nnc(CCCCc2ccccc2)o1)NC(c1cccnc1)C(F)(F)F (centres undefined) ?
HIF act: -0.2; MrgX1 antag: inactive; MrgX1 allo act: inactive; MrgX1 agonist: inactive; SKKanGAS inh: -14.1; RGS4 block: inactive; RGS4 pot: inactive; TRPC6 inh: inactive; TRPC4 block: inactive; Platelet DG rel: 3.7; TRPC6 act: inactive

What do the screens show for `CCN1CCN(S(=O)(=O)c2ccc(Cl)c(C(=O)N(C)Cc3ccc(Cl)cc3Cl)c2)CC1`?
HIF act: -0.1; MrgX1 antag: inactive; MrgX1 allo act: inactive; MrgX1 agonist: inactive; SKKanGAS inh: -0.9; RGS4 block: inactive; RGS4 pot: inactive; TRPC6 inh: inactive; TRPC4 block: inactive; Platelet DG rel: -5.7; TRPC6 act: inactive

Results for COc1cc(Br)c(CCNC(=O)c2ccco2)cc1OC ?
HIF act: 0.2; MrgX1 antag: inactive; MrgX1 allo act: inactive; MrgX1 agonist: inactive; SKKanGAS inh: 9.3; RGS4 block: inactive; RGS4 pot: inactive; TRPC6 inh: inactive; TRPC4 block: inactive; Platelet DG rel: 0.9; TRPC6 act: inactive

How did COc1ccccc1-c1nc(-c2ccc(Br)o2)no1 do in these assays?
HIF act: 1.8; MrgX1 antag: inactive; MrgX1 allo act: inactive; MrgX1 agonist: inactive; SKKanGAS inh: -1.9; RGS4 block: inactive; RGS4 pot: inactive; TRPC6 inh: inactive; TRPC4 block: inactive; Platelet DG rel: 1.0; TRPC6 act: inactive

What do the screens show for `Nc1ccccc1SC1CC(=O)N(c2ccc3c(c2)OCCO3)C1=O` (centres undefined)?
HIF act: 3.4; MrgX1 antag: inactive; MrgX1 allo act: inactive; MrgX1 agonist: inactive; SKKanGAS inh: 2.6; RGS4 block: inactive; RGS4 pot: inactive; TRPC6 inh: inactive; TRPC4 block: inactive; Platelet DG rel: -1.7; TRPC6 act: inactive

Results for Cc1cc(Br)ccc1NC(=O)CCSc1ccccc1 ?
HIF act: 0.3; MrgX1 antag: inactive; MrgX1 allo act: inactive; MrgX1 agonist: inactive; SKKanGAS inh: -3.1; RGS4 block: inactive; RGS4 pot: inactive; TRPC6 inh: inactive; TRPC4 block: inactive; Platelet DG rel: -0.2; TRPC6 act: inactive

Results for CC1Sc2ccc(S(=O)(=O)CCC(=O)NC3CCCCCC3)cc2NC1=O (centres undefined) ?
HIF act: -0.1; MrgX1 antag: inactive; MrgX1 allo act: inactive; MrgX1 agonist: inactive; SKKanGAS inh: -7.0; RGS4 block: inactive; RGS4 pot: inactive; TRPC6 inh: inactive; TRPC4 block: inactive; Platelet DG rel: 7.4; TRPC6 act: inactive

Results for COc1cc(C(=O)NC2CC(C)(C)Cc3c2cnn3-c2ccccc2)cc(OC)c1OC (centres undefined) ?
HIF act: 0.0; MrgX1 antag: inactive; MrgX1 allo act: inactive; MrgX1 agonist: inactive; SKKanGAS inh: 1.5; RGS4 block: inactive; RGS4 pot: inactive; TRPC6 inh: inactive; TRPC4 block: inactive; Platelet DG rel: 4.9; TRPC6 act: inactive

Results for COc1cccc(-n2c(=O)c3ccccc3n3c(=S)[nH]nc23)c1 ?
HIF act: -0.1; MrgX1 antag: inactive; MrgX1 allo act: inactive; MrgX1 agonist: inactive; SKKanGAS inh: 17.8; RGS4 block: inactive; RGS4 pot: inactive; TRPC6 inh: inactive; TRPC4 block: inactive; Platelet DG rel: 1.9; TRPC6 act: inactive

Results for Nc1ccccc1S(=O)(=O)c1ccccc1N ?
MrgX1 antag: inactive; MrgX1 allo act: inactive; MrgX1 agonist: inactive; SKKanGAS inh: -3.6; RGS4 block: inactive; RGS4 pot: inactive; TRPC6 inh: inactive; TRPC4 block: inactive; Platelet DG rel: 1.3; TRPC6 act: inactive

Results for COc1ccc(CNC(=O)c2cc(COc3c(F)cccc3F)on2)cc1OC ?
HIF act: -0.1; MrgX1 antag: inactive; MrgX1 allo act: inactive; MrgX1 agonist: inactive; SKKanGAS inh: -4.5; RGS4 block: inactive; RGS4 pot: inactive; TRPC6 inh: inactive; TRPC4 block: inactive; Platelet DG rel: -11.5; TRPC6 act: inactive

What do the screens show for `N#CC1=C2N=C(N)c3ccccc3N2C2=C(C(=O)CCC2)C1c1ccc(Cl)cc1` (centres undefined)?
HIF act: 0.1; MrgX1 antag: inactive; MrgX1 allo act: inactive; MrgX1 agonist: inactive; SKKanGAS inh: 22.6; RGS4 block: 7.51*; RGS4 pot: inactive; TRPC6 inh: inactive; TRPC4 block: inactive; Platelet DG rel: 6.1; TRPC6 act: inactive

Results for CCOC(=O)c1c(NC(=S)NCC2CCCO2)sc(C)c1C (centres undefined) ?
HIF act: -0.1; MrgX1 antag: inactive; MrgX1 allo act: inactive; MrgX1 agonist: inactive; SKKanGAS inh: -2.7; RGS4 block: inactive; RGS4 pot: inactive; TRPC6 inh: inactive; TRPC4 block: inactive; Platelet DG rel: -6.2; TRPC6 act: inactive

How did CC(=O)Nc1ccc2c(c1)C(=O)N(c1cccc(C)c1)C2=O do in these assays?
HIF act: -0.2; MrgX1 antag: inactive; MrgX1 allo act: inactive; MrgX1 agonist: inactive; SKKanGAS inh: 3.2; RGS4 block: inactive; RGS4 pot: inactive; TRPC6 inh: inactive; TRPC4 block: inactive; Platelet DG rel: -0.7; TRPC6 act: inactive

Results for O=C(CCn1cnnn1)Nc1ccccc1 ?
HIF act: 0.5; MrgX1 antag: inactive; MrgX1 allo act: inactive; MrgX1 agonist: inactive; SKKanGAS inh: -2.0; RGS4 block: inactive; RGS4 pot: inactive; TRPC6 inh: inactive; TRPC4 block: inactive; Platelet DG rel: -10.2; TRPC6 act: inactive

Results for CCC1C(=NO)C(CC)C(c2ccccc2)NC1c1ccccc1 (centres undefined) ?
HIF act: -0.9; MrgX1 antag: inactive; MrgX1 allo act: 23.2*; MrgX1 agonist: inactive; SKKanGAS inh: 58.0*; RGS4 block: inactive; RGS4 pot: inactive; TRPC6 inh: inactive; TRPC4 block: inactive; Platelet DG rel: 2.2; TRPC6 act: inactive

What do the screens show for `Cc1noc(C(=O)Nc2c(C)n(C)n(-c3ccccc3)c2=O)c1Cl`?
HIF act: -0.4; MrgX1 antag: inactive; MrgX1 allo act: inactive; MrgX1 agonist: inactive; SKKanGAS inh: -2.9; RGS4 block: inactive; RGS4 pot: inactive; TRPC6 inh: inactive; TRPC4 block: inactive; Platelet DG rel: 2.7; TRPC6 act: inactive

What do the screens show for `COc1cc(NC(=O)c2cccs2)ccc1NC(=O)c1cc2ccccc2o1`?
HIF act: -5.0; MrgX1 antag: inactive; MrgX1 allo act: inactive; MrgX1 agonist: inactive; SKKanGAS inh: -0.6; RGS4 block: inactive; RGS4 pot: inactive; TRPC6 inh: inactive; TRPC4 block: inactive; Platelet DG rel: -3.4; TRPC6 act: inactive

What do the screens show for `COCCCNC(=S)N(CCO)Cc1cc2cc3c(cc2[nH]c1=O)OCCO3`?
HIF act: -0.8; MrgX1 antag: inactive; MrgX1 allo act: inactive; MrgX1 agonist: inactive; SKKanGAS inh: 0.0; RGS4 block: 5.15*; RGS4 pot: inactive; TRPC6 inh: inactive; TRPC4 block: inactive; Platelet DG rel: 3.6; TRPC6 act: inactive

Results for CCN(CCCNC(=O)CN(C)S(=O)(=O)c1ccc2c(c1)CCC(=O)N2)c1cccc(C)c1 ?
HIF act: -0.5; MrgX1 antag: inactive; MrgX1 allo act: inactive; MrgX1 agonist: inactive; SKKanGAS inh: 1.3; RGS4 block: inactive; RGS4 pot: inactive; TRPC6 inh: inactive; TRPC4 block: inactive; Platelet DG rel: 1.6; TRPC6 act: inactive

What do the screens show for `O=c1[nH]c(C2CCN(S(=O)(=O)c3ccc4c(c3)OCCO4)CC2)nc2c1nnn2Cc1cccc(F)c1`?
HIF act: 0.3; MrgX1 antag: inactive; MrgX1 allo act: inactive; MrgX1 agonist: inactive; SKKanGAS inh: 21.1; RGS4 block: inactive; RGS4 pot: inactive; TRPC6 inh: inactive; TRPC4 block: inactive; Platelet DG rel: -2.5; TRPC6 act: inactive

How did Cc1nn(-c2ccccc2)c(Cl)c1/C=N/NC(=O)c1ccc(CNc2ccccc2)o1 do in these assays?
HIF act: 1.9; MrgX1 antag: inactive; MrgX1 allo act: inactive; MrgX1 agonist: inactive; SKKanGAS inh: 33.3; RGS4 block: inactive; RGS4 pot: inactive; TRPC6 inh: inactive; TRPC4 block: inactive; Platelet DG rel: 1.4; TRPC6 act: inactive
